D2 antagonist = antagonizes the human D2 dopamine receptor; HEK293 TREx D2 cells, calcium flux, dopamine EC80; inhibition, % at 10 µM; hit rate 2% among 340,000; AID 485344; in the data active = inhibition above about 30%; note: 0% is about no effect
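In this primary screen, negative modulation is detected by tracking calcium flux after an EC80 dopamine challenge in inducible HEK293 T-REx D2 cells preexposed to test compound for 180 s.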
Pin1 inh = human Pin1 inhibition; Q13526; hit rate 0.009% among 390,000; Potency, µM (series often up to 115 µM), for the others: at the top dose activity, negative = inhibition, hits mostly inhibitors; AID 504891; Pin1 FP peptide displacement, HiFluor488, 10 min; active = well fitted inhibition curve with a large enough effect in the polarisation, with a control signal flat, not every such curve was filed as active; inconclusive = small, poorly fitted or top-dose-only effect, or effect the other way, or a change in a side signal; inactive = no such curve, though single readings can be large or run the other way; the % refers to the polarisation; note: potency is the fitted concentration of half-maximal effect; % is set by controls: 0 for no effect and ±100 for the full control effect
Target sequence (Q13526 whole entry, looked up): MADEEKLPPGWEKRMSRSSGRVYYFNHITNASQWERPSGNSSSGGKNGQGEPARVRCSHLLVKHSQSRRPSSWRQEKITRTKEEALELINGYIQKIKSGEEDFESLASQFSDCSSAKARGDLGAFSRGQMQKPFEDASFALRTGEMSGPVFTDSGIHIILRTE
USP1-UAF1 inh = inhibitors of human USP1/UAF1 deubiquitinase. O94782. recombinant USP1/UAF1, Ub-Rhodamine cleavage fluorescence. Potency, µM (doses to about 57.1 µM), without a hit: top-dose activity change, negative = inhibition, most hits filed as inhibitors. hit rate 0.23% among 390,000. AID 743255; note: potency is the fitted concentration of half-maximal effect; % is set by controls: 0 for no effect and ±100 for the full control effect; nearly all actives have a fitted effect of over 60% in size; inactives centre near -12
Target sequence (O94782 whole entry, looked up): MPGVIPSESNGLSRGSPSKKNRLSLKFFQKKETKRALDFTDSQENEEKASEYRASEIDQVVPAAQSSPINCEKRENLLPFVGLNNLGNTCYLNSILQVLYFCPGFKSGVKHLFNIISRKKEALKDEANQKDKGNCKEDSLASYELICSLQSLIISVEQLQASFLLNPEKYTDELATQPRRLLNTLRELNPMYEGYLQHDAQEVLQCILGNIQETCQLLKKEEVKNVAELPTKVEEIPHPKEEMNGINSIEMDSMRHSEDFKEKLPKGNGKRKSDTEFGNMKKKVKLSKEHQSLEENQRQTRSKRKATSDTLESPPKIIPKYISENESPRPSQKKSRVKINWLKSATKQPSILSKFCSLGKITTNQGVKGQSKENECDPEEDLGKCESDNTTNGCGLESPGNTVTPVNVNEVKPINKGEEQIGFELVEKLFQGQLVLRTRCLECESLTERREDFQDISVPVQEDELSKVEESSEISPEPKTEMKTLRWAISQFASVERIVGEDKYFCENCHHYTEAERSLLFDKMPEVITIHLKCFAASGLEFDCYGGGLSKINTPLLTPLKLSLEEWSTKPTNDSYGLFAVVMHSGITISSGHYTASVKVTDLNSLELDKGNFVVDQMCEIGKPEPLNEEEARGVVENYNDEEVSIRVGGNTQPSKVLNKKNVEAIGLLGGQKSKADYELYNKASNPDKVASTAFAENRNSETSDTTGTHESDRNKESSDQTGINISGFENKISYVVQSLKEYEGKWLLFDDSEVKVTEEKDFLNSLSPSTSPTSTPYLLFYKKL
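Step one: compound is pinned into 1nM USP1/UAF1 in HEPES pH 7.8 buffer with TCEP. Step two: 15 min room-temperature incubation. Step three: Ub-Rho (150nM final) starts cleavage, tracked by fluorescence over six one-minute reads.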
TrxR1 inh = rat TrxR1 inhibition; AID 588453; recombinant rTrxR1, NADPH fluorescence consumption, selenite substrate; hit rate 1% among 390,000; O89049; Potency, µM (series often up to 114 µM), for the others: at the top dose activity change, negative = inhibition, usual class: inhibitors; note: potency is the fitted concentration of half-maximal effect; % is set by controls: 0 for no effect and ±100 for the full control effect; nearly all actives have a fitted effect of over 65% in size
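Rat TrxR1 (90 nM in the dispensed reagent) was pre-reduced with 400 uM NADPH for 5 min at room temperature, then incubated with compound for 15 min. After 400 uM selenite was added, NADPH fluorescence (Ex 340/Em 450 nm) was followed for 8 min.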
IDH1 R132H inh = blocks human mutant IDH1 R132H enzyme; AID 602179; Potency, µM (highest dose often 76.6 µM), without a hit: at the top dose activity change, negative = inhibition, actives largely listed as inhibitors; hit rate 0.093% among 390,000; IDH1-R132H enzyme, NADPH consumption, diaphorase/resazurin fluorescence; note: potency is the fitted concentration of half-maximal effect; % is set by controls: 0 for no effect and ±100 for the full control effect; nearly all actives have a fitted effect of over 65% in size
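IDH1-R132H (0.5 ug/mL dispensed) in pH 7.5 Tris buffer was preincubated 30 min with compound, then given a substrate mix of 0.016 mM NADPH and 2 mM alpha-KG for 80 min at room temperature; remaining NADPH was read by diaphorase/resazurin fluorescence.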
TRHR enhancer = allosterically enhances the human TRH receptor; P34981; TRHR cells, fluo-8 calcium fluorescence, EC20 TRH enhancement; enhancement, % at 2 µM; hit rate 0.66% among 360,000; AID 493056; in the data active = enhancement above about 30%; note: 0% is about no effect
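TRHR-expressing cells loaded with fluo-8 calcium dye were read kinetically (ex 480/em 530) during compound addition, then stimulated with an EC20 of TRH (10 nM final). Enhancement of the Gq-mediated intracellular calcium response was scored.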
TrxR1 substrate = is turned over as a substrate by rat TrxR1; purified TrxR1 substrate turnover, NADPH consumption readout; hit rate 0.01% among 390,000; Potency, µM (top dose mostly 114 µM), inactives show at the highest dose activity change, negative = substrate turnover; O89049; note: potency is the fitted concentration of half-maximal effect; % is set by controls: 0 for no effect and ±100 for the full control effect; nearly all actives have a fitted effect of over 50% in size
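Rat TrxR1, dispensed at 90 nM, was prereduced with 400 uM NADPH (final) for 5 min at ~22 deg C, then incubated with compound 15 min before 400 uM selenite. A first-read NADPH fluorescence drop versus no-compound background flagged substrates.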
D2 agonist = agonists of human D2 dopamine receptor; P14416; HEK293 T-REx D2 cells, calcium flux agonist mode; activation, % at 2 µM; hit rate 0.53% among 340,000; AID 485358;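 active = activation over 3 SD above normal in the single-dose calcium agonist read, cut at about 30% in these data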; note: 0% is about no effect
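Agonism scored from kinetic calcium signal (1 read/sec, 180 s) following compound pin transfer, after a 10 s baseline. Cells: HEK293 Trex line expressing inducible D2 receptor coupled to calcium, dye-loaded after overnight culture at 30 C.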
TRHR agonist = activates the human TRH receptor; activation, % at 2 µM; P34981; hit rate 0.18% among 360,000; TRHR cells, calcium flux fluo-8, FDSS agonist mode; AID 493084; in the data active = activation above about 30%; note: 0% is about no effect
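In this calcium-flux screen, cells bearing human TRHR are dye-loaded with fluo-8, baselined for 10 cycles, then exposed to library compounds; positive kinetic calcium responses during the agonist phase mark hits, with TRH as control.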
An asterisk follows results filed as active; u = inconclusive; x = not tested or not shown; [ ] = remark or other dose. Unless noted, calls come from the whole dose curve; as a rule, active = well fitted inhibition curve with a large enough effect; inconclusive = small, poorly fitted or top-dose-only effect; inactive = no such curve, though single readings can be large or run the other way. The list is partial. The share of hits here may be higher or lower than overall.

#1 O=C(COC(=O)CCc1nc2ccccc2c(=O)[nH]1)Nc1ccc(N2CCOCC2)cc1
#2 CC(C)(C)NC(=O)Cn1cnc2cc([N+](=O)[O-])ccc2c1=O
#3 Clc1cccc(Oc2cnc3ccccc3n2)c1
#4 O=C(c1cn(-c2ccc(Cl)c(Cl)c2)nn1)C1CC1
#5 Cc1cccc(-c2nc(CSCC(=O)N3CCN(Cc4ccc5c(c4)OCO5)CC3)c(C)o2)c1
screen / no.	1	2	3	4	5
D2 antagonist	6	-2	5	12	-18
Pin1 inh	-8%	-3%	-5%	0%	-4%
USP1-UAF1 inh	-17%	-2%	-12%	-5%	-18%
TrxR1 inh	-3%	8%[57.1 µM]	22%	11%[57.1 µM]	-7%
IDH1 R132H inh	5%	11%	3%	0%	5%
TRHR enhancer	2	-5	2	3	2
TrxR1 substrate	-3%	1%[57.1 µM]	5%	4%	-3%
D2 agonist	-0.3	3.5	0.1	0.8	-1.1
TRHR agonist	-0.6	-0.4	-0.1	0.2	-0.4

#6 CCN(CC(=O)Nc1c(F)cccc1F)C(=O)c1ccc(C2SCCS2)cc1
#7 Cc1cccc(-n2cc(CNCCN3CCOC3=O)c(-c3cccc(F)c3)n2)c1
#8 CCOC(=O)CCCCC(=O)c1[nH]c(=O)[nH]c1CSc1nc(C)cc(C)n1
#9 CC(=O)c1ccc(C(=O)Nc2sc3c(c2C(N)=O)CCN(Cc2ccccc2)C3)cc1
#10 CCOCCCNC(=S)N1CCN(c2nc(-c3ccccc3)cs2)CC1
screen / no.	6	7	8	9	10
D2 antagonist	-9	-12	-5	0	x
Pin1 inh	4%	-2%	-2%	x	1%
USP1-UAF1 inh	-20%	-15%	-16%	x	u
TrxR1 inh	21%	-10%	5%[57.1 µM]	x	17%
IDH1 R132H inh	2%	6%	5%	x	-10%
TRHR enhancer	5	17	-3	-3	13
TrxR1 substrate	9%	-7%	-2%[57.1 µM]	x	2%
D2 agonist	1.1	1.5	0.7	18	x
TRHR agonist	0.7	-0.3	-0.1	13	-0.5

#11 c1ccc2c(c1)CCN(C1CCCCC1)C2
#12 CCOC(=O)CNC(=O)c1cn(CC)c(=O)c2cc(OC)c(OC)cc12
#13 CC(NC(=O)CN1C(=O)NC2(CCCCCC2)C1=O)c1ccccc1Cl (stereo not drawn)
#14 NC(=O)c1oc2ccccc2c1NC(=O)c1ccc(F)cc1
#15 COC(=O)CN1C(=O)COc2ccc(S(=O)(=O)N3CCCC3)cc21
screen / no.	11	12	13	14	15
D2 antagonist	-4	11	9	-26	-13
Pin1 inh	-8%	-5%	-1%	2%	-14%
USP1-UAF1 inh	0%	3%	-7%	-19%	-25%
TrxR1 inh	13%	7%[57.1 µM]	3%	7%	22%
IDH1 R132H inh	3%	-2%	0%	6%	4%
TRHR enhancer	4	3	5	7	6
TrxR1 substrate	-1%	1%[57.1 µM]	u	3%	9%
D2 agonist	0.5	0.1	0.6	1.2	1.0
TRHR agonist	0.5	-0.1	-0.4	0.3	1.3

#16 N#CC(C(N)=O)=C1CCC2(CC1)OCCCCO2
#17 Cc1cc(OCC(=O)N(Cc2ccco2)C2CCS(=O)(=O)C2)cc(C)c1Cl (stereo not drawn)
#18 COc1cccc(N2C(=O)C(Cc3c[nH]c4ccccc34)NC2=S)c1 (stereo not drawn)
#19 CC(C(=O)N1CCCc2ccccc21)N1CCN(c2ccccn2)CC1 (stereo not drawn)
#20 CCCCn1c(N)c(N(CC(C)C)C(=O)c2ccc(C)o2)c(=O)[nH]c1=O
screen / no.	16	17	18	19	20
D2 antagonist	-8	-2	-2	5	-25
Pin1 inh	-9%	-3%	26%	u	-2%
USP1-UAF1 inh	-6%	-6%	-20%	-5%	-15%
TrxR1 inh	-9%	-2%[57.1 µM]	-3%	-29%	13%
IDH1 R132H inh	2%	5%	1%	0%	8%
TRHR enhancer	-1	-10	9	-2	7
TrxR1 substrate	7%[57.1 µM]	6%[57.1 µM]	-1%	-13%	-4%
D2 agonist	0.6	1.3	6.8	20	1.0
TRHR agonist	0.9	-0.7	-0.6	-0.2	0.2

From compound 1 to 2, copied from above:
#1 O=C(COC(=O)CCc1nc2ccccc2c(=O)[nH]1)Nc1ccc(N2CCOCC2)cc1
#2 CC(C)(C)NC(=O)Cn1cnc2cc([N+](=O)[O-])ccc2c1=O
screen / no.	1	2
D2 antagonist	6	-2
Pin1 inh	-8%	-3%
USP1-UAF1 inh	-17%	-2%
TrxR1 inh	-3%	8%[57.1 µM]
IDH1 R132H inh	5%	11%
TRHR enhancer	2	-5
TrxR1 substrate	-3%	1%[57.1 µM]
D2 agonist	-0.3	3.5
TRHR agonist	-0.6	-0.4

The results go on:
#21 CCC(C)NC(=O)CCS(=O)(=O)c1ccc(Br)s1 (stereo not drawn)
#22 Cc1cccc(N2CCN(Cc3nnc(-c4cccc(Br)c4)o3)CC2)c1C
#23 O=C1Nc2ccccc2/C1=N\N1CCOCC1
#24 COc1cc2c(cc1OC)C(c1ccccc1OC(C)C)CC(=O)N2 (stereo not drawn)
#25 O=C(N/N=C/c1ccccc1OC(=O)c1ccc2c(c1)OCO2)c1cccc(F)c1
screen / no.	21	22	23	24	25
D2 antagonist	-1	x	12	-2	0
Pin1 inh	0%	15%	-6%	-13%	2%
USP1-UAF1 inh	1%	u	-11%	-16%	-14%
TrxR1 inh	5%	-6%	3%	12%	13%[57.1 µM]
IDH1 R132H inh	0%	2%	6%	-3%	7%
TRHR enhancer	8	6	0	6	-3
TrxR1 substrate	0%	-8%	-6%	5%	-6%[57.1 µM]
D2 agonist	-0.4	0.2	1.5	-0.2	0.1
TRHR agonist	0.3	0.0	0.6	-0.2	-0.4

#26 COC(=O)CSc1nnc(CNS(=O)(=O)c2ccc(Br)cc2)n1C
#27 Cc1nn(-c2ccccc2)c(NC(=O)c2cccs2)c(-c2ccccc2)c1=O
#28 O=C(CN1C(=O)C(c2ccccc2)Oc2cccnc21)NCc1ccccc1F (stereo not drawn)
#29 CC(OC(=O)CN1C(=O)NC(C)(C)C1=O)C(=O)c1ccccc1 (stereo not drawn)
#30 COc1ccc(C(=O)c2ccc(Cl)cc2)c2ccccc12
screen / no.	26	27	28	29	30
D2 antagonist	21	12	0	-13	1
Pin1 inh	-9%	-1%	-1%	-2%	2%
USP1-UAF1 inh	u	-14%	-27%	7%	-3%
TrxR1 inh	10%[57.1 µM]	12%[57.1 µM]	-12%	-4%	14%[57.1 µM]
IDH1 R132H inh	0%	-1%	0%	22%	6%
TRHR enhancer	0	-3	-3	9	7
TrxR1 substrate	10%	-6%[57.1 µM]	-14%	-3%	-18%
D2 agonist	0.3	0.6	-0.9	-0.2	-0.8
TRHR agonist	0.4	0.8	-1.7	-0.1	0.6

#31 N/C(=N\OC(=O)COc1ccc(Cl)cc1Cl)c1cccnc1
#32 Cc1c(OC(C)C(=O)O)ccc2c(-c3ccccc3)cc(=O)oc12 (stereo not drawn)
#33 O=C(N/N=C/c1ccc(O)c(O)c1)NC12CC3CC(CC(C3)C1)C2
#34 COc1ccc(CN(C)C(=O)c2cc(-c3ccc(OC)c(OC)c3)nc3ccccc23)c(OC)c1
#35 COc1ccc(-c2nc(NC(=O)c3nc4nccc(C)n4n3)sc2C)cc1
screen / no.	31	32	33	34	35
D2 antagonist	25	5	-3	-13	-6
Pin1 inh	-1%	2%	-1%	-1%	11%
USP1-UAF1 inh	-16%	-21%	-19%	-22%	-22%
TrxR1 inh	-13%	4%	-2%	78%[activator]	8%
IDH1 R132H inh	3%	-3%	0%	5%	10%
TRHR enhancer	-3	-5	3	2	1
TrxR1 substrate	-8%	5%	-8%	41%[activator]	-5%
D2 agonist	-6.8	0.2	6.5	1.2	1.5
TRHR agonist	-0.1	2.0	1.1	0.1	0.1

#36 CCc1nnc(NC(=O)CSc2nnnn2C)s1
#37 CC(C(=O)N=Nc1c(O)[nH]c2ccccc12)n1cnc2ccccc2c1=O (stereo not drawn)
#38 S=C(c1ccc(-c2ccc(Br)cc2)o1)N1CCCCC1
#39 CC(C)CNC(=S)Nc1ccccc1F
#40 CC(C)(C)c1ccc(C(=O)N2CCCCCC2=O)cc1
screen / no.	36	37	38	39	40
D2 antagonist	-8	18	0	-3	22
Pin1 inh	8%	14%	1%	1%	4%
USP1-UAF1 inh	-11%	-6%	-15%	-9%	-3%
TrxR1 inh	12%	-13%	11%[57.1 µM]	-2%	-6%
IDH1 R132H inh	5%	0%	4%	4%	2%
TRHR enhancer	-2	6	0	5	-4
TrxR1 substrate	-4%	-15%	6%[57.1 µM]	0%	-16%
D2 agonist	0.8	0.9	0.2	-1.4	0.9
TRHR agonist	0.4	1.4	-0.4	-1.5	-0.1

#41 Cc1cccc(C)c1-n1ncc(C(=O)NCCN2CCOCC2)c1C1CCN(C(=O)OC(C)(C)C)CC1
#42 CCOC(=O)N1CCN(c2ccc(Cl)c(Cl)c2)CC1
#43 CC(C)CN(CC(C)C)C(=S)NC1CCCCC1
#44 O=[N+]([O-])c1ccc(N2CCSCC2)cc1O
#45 CCN(Cc1nc2ccccc2c(=O)[nH]1)C(=O)CN1C(=O)NC2(CCCCC2C)C1=O (stereo not drawn)
#46 CC1(C)CC(=O)C(C=NCC2CCNCC2)=C(O)C1
#47 O=C(c1ccccc1)n1nc(-c2ccccc2)nc1NCc1ccc(F)cc1
screen / no.	41	42	43	44	45	46	47
D2 antagonist	x	10	-5	-6	-3	11	x
Pin1 inh	-5%	-5%	4%	-1%	1%	-5%	13%
USP1-UAF1 inh	-6%	-21%	-10%	-23%	-14%	4%	-25%
TrxR1 inh	16%	7%	8%	17%	21%	12%[57.1 µM]	8%
IDH1 R132H inh	-3%	3%	12%	6%	0%	-1%	-2%
TRHR enhancer	-5	-1	-2	-5	1	4	-12
TrxR1 substrate	5%	0%	1%	-2%	6%	6%[57.1 µM]	-2%
D2 agonist	0.2	0.6	-1.2	1.0	-0.5	1.4	1.7
TRHR agonist	1.2	-0.4	0.4	0.0	0.2	0.6	3.1

Results in sequence from the list.
D2 agonist for nos. 41 to 45 → 0.2, 0.6, -1.2, 1.0, -0.5
TrxR1 substrate for nos. 41 to 45 → 5%, 0%, 1%, -2%, 6%

Source: PubChem BioAssay
